RAD52 inh – RAD52 DNA annealing inhibitors, primary screen, biochemical, FRET, single point, set 2; DNA repair protein RAD52 homolog (Homo sapiens), P43351; recombinant RAD52 DNA annealing, FRET fluorescence; inhibition, % at 18.7 µM; hit rate 0.46% among 360,000; AID 651710, 2012;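 active means every replicate showing at least 50% inhibition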
Target sequence (P43351 whole entry, looked up): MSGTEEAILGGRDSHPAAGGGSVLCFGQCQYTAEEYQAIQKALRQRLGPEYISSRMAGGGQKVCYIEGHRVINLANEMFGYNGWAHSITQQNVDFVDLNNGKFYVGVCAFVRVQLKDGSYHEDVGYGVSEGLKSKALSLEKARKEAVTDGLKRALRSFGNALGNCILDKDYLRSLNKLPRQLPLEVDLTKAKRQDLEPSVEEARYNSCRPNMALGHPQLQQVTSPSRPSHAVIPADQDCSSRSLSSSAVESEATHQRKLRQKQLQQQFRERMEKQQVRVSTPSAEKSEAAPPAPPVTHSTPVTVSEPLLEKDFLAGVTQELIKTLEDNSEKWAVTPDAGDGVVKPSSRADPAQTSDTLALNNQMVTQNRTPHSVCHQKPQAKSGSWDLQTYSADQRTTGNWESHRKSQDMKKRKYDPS
RAD54 inh – inhibitors of human RAD54 branch migration, primary screen, biochemical, fluorescence, single point. DNA repair and recombination protein RAD54-like (Homo sapiens), Q92698. RAD54 Holliday junction branch migration, FAM/BHQ fluorescence. inhibition, % at 10.4 µM. hit rate 0.14% among 360,000;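 active means mean normalized replicate activity at least 40 and at least half of replicates scoring 40 or more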;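 further: 0% = median of neutral control wells and 100% = median of positive control wells; inhibitors cause a drop in the FAM fluorescence signal; in these data hits start at about 50%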
esBAF inh – Bmi1 luciferase reporter increase in mESCs, primary screen, esBAF inhibitor project, mouse ES cells, Bmi1 luciferase knock-in, single point; 24 h; 100% = twice the neutral-well signal; reporter increase, % at 12.5 µM; hit rate 2% among 350,000; in the data active means activation above about 40%;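 further: 0% = median of the plate's neutral control wells and 100% = double that signal; a rise in the Bmi1 reporter signal indicates esBAF inhibition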
FN deposit inh – inhibitors of fibronectin matrix deposition, primary screen, AH1F cells, Alexa488-fibronectin fluorescence, plate reader. AH1F fibroblasts, overnight. inhibition, % at 12.6 µM. hit rate 0.086% among 350,000. AID 743247, 2014;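 active means mean inhibition across replicates of 30% or more, regardless of how many single replicates reach that level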;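 further: positive control wells lacked labelled fibronectin entirely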
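Assay system: AH1F fibroblasts / Quantity: 10000 cells per well / Medium: DMEM plus 2% serum, read in PBS / Reagent: labelled fibronectin 24 nM / Dosing: single dose, pinned / Times: 1 h cell attachment, overnight exposure to compound and label / Signal: fluorescence, ex 485 nm, em 525 nm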
EWS-Fli block – EWS/Fli-driven NR0B1 reporter inhibitors, primary screen, A673 cells, NR0B1 luciferase, luminescence, MLPCN library; hit rate 0.67% among 350,000; viability-normalised; AID 651661, 2012; inhibition, % at 12.6 µM;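 active means mean inhibition of at least 50% after viability correction, with every replicate also passing that limit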;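 further: firefly luciferase signal divided by Alamar Blue viability fluorescence both relative to DMSO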
Xi reactivation – activators of inactive X chromosome reactivation, primary screen, imaging, XiGFP fibroblasts, GFP high-content imaging, set 2; XiGFP mouse fibroblasts, % GFP-positive cells imaging, 3 d; cells co-treated with 5-aza-dC sensitizer; scaled so ellipticine positive control = 100%; activation, % at 7.58 µM; hit rate 0.055% among 360,000; AID 743238, 2013;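 active means mean normalized replicate activation at least 10% and every replicate at or above 10%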;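 further: 0% = median of on-plate neutral control wells and 100% = ellipticine 6 µM median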
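Assay system: SV40-immortalized XiGFP fibroblast cells, line 68-5-11; buffer or medium: DMEM plus 5-aza-dC sensitizer; compound: one concentration, pinned; timing: compounds 3 days, fix/stain 15 min at room temperature; benchmarks: positive control ellipticine, 6 µM final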
S100A4 inh HTS – inhibitors of S100A4-myosin IIA peptide binding, primary screen, biochemical, fluorescence polarization, TAMRA-MyoIIA peptide; Protein S100-A4 (Homo sapiens), P26447; inhibition, % at 10.7 µM; hit rate 0.14% among 360,000;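 active means mean inhibition of at least 70% across replicates, with every replicate also reaching that level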
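incubation = readout 5 min after mixing, signal stable up to 60 min | system = S100A4 monomer protein | buffer or medium = HEPES pH 7.2 with CaCl2, KCl, NaCl, DTT, Triton | benchmarks = neutral control DMSO, positive control TFP | also added = fluorescent myosin IIA peptide, 5 nM | compound dosing = one concentration per compound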
E-selectin induc – E-selectin induction in HUVECs, primary screen, imaging, HUVEC, immunofluorescence imaging, single point; activation, % at 7.58 µM; normalized: neutral wells 0, TNF-alpha wells 100; P16581; AID 686992, 2013; hit rate 0.37% among 260,000;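 active means mean E-selectin-positive cell signal at least 10% of the positive control, reached in at least 60% of replicates, without over 20% cell loss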;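 further: in these data hits start at about 27%; measured in HUVEC primary endothelial cells; signal is the percent of cells scored E-selectin positive by PE staining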
Target sequence (P16581 whole entry, looked up): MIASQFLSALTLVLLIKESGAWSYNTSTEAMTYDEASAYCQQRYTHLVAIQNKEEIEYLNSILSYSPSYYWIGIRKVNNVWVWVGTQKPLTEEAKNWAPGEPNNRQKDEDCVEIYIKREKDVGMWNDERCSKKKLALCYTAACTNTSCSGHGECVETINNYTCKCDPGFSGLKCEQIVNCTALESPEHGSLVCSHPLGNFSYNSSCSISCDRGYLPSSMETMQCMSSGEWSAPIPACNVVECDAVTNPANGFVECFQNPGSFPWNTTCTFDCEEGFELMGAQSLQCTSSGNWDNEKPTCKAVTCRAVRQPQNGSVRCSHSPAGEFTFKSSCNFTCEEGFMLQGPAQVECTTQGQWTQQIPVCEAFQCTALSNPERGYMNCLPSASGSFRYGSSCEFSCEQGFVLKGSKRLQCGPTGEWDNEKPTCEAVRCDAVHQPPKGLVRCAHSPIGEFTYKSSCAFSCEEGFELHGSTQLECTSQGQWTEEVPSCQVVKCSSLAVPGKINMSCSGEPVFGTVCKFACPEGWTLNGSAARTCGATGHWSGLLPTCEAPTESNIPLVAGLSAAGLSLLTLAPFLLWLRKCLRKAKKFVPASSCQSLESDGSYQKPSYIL
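Assay system: HUVEC primary endothelial cells. Input: 3,000 HUVEC seeded per well. Doses: one compound dose added by pin transfer. Read-out basis: % PE-positive cells. Benchmarks: TNF-alpha high, DMSO low. Detection: immunofluorescence imaging. Buffer or medium: EGM-2, gelatin.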
An asterisk follows results filed as active; / = no result given.

no.	smiles	RAD52 inh	RAD54 inh	esBAF inh	FN deposit inh	EWS-Fli block	Xi reactivation	S100A4 inh HTS	E-selectin induc
1	Cc1ccc(-c2nnc(N3CCN(CCO)CC3)c3ccccc23)cc1	-13.2	-12.4	-5.3	-3.0	6.6	0.5	7.0	0.5
2	CCOC(=O)N1CCN(C(=S)NC(=O)c2nn(C)cc2Br)CC1	-5.0	-8.8	0.4	2.6	4.8	0.0	-1.0	/
3	COc1ccc(C/C(C)=N/NC(=O)c2ccc(Cl)cc2)cc1	-11.0	/	/	14.1	-3.6	0.1	4.3	1.6
4	N=C1c2c(cc(=O)n3c2[nH]c2ccccc23)CN1CCN1CCOCC1	-37.6	6.2	-3.0	9.6	-17.6	0.0	-17.6	5.2
5	Cc1noc(NS(=O)(=O)c2ccc(NC(=O)/C=C/c3ccc(Br)cc3)cc2)c1C	-8.5	1.2	/	/	/	0.0	-0.8	-1.3
6	O=C(OCCc1ccccc1)c1cc(O)c(O)c(O)c1	-20.4	-8.1	-9.4	2.3	4.4	-0.3	0.0	-0.4
7	CC(=O)c1cccc(NC(=O)C(C)OC(=O)c2cc(=O)[nH]c3ccccc23)c1 (configuration not stated)	-0.6	-1.1	/	-0.5	-0.4	0.3	-0.4	/
8	CO[C@@H]1CN(C)C(=O)c2cc(NC(=O)Nc3ccc(Cl)cc3)ccc2OC[C@@H](C)N(C)C[C@@H]1C	15.7	-3.2	2.9	12.7	-2.7	0.0	6.0	2.1
9	Fc1c(F)c(F)c(NC2=NCCCCC2)c(F)c1F	4.0	0.9	-4.5	4.2	6.1	0.0	-1.5	0.1
10	C[C@H]1CN([C@@H](C)CO)C(=O)c2cc(NC(=O)CCC(F)(F)F)ccc2O[C@@H]1CN(C)S(=O)(=O)c1ccc(Cl)cc1	-14.0	15.8	-2.0	/	1.7	-1.0	-5.8	0.1

Later entries
no.	smiles	RAD52 inh	RAD54 inh	esBAF inh	FN deposit inh	EWS-Fli block	Xi reactivation	S100A4 inh HTS	E-selectin induc
11	NC(=O)C1CCN(CCC(=O)Nc2ccc(F)c(F)c2)CC1	-5.7	-9.6	-2.4	-2.0	0.1	0.0	-3.3	/
12	C[C@H]1CN([C@@H](C)CO)S(=O)(=O)c2ccc(-c3cncnc3)cc2O[C@H]1CN(C)Cc1ccncc1	2.7	3.2	0.2	/	1.8	-0.9	2.6	-0.2
13	CC=Cc1ccc2n(c1=O)C[C@@H]1[C@@H](CO)[C@H](C(=O)N3CCc4ccccc4C3)N(C(=O)C3CCC3)[C@H]21 (mixture of isomers)	-10.0	-3.2	-2.5	/	-0.5	0.3	10.1	-0.6
14	COC(=O)N1Cc2ccnnc2CC1c1ccccc1-c1ccc(OC)cc1 (configuration not stated)	-5.1	/	/	9.5	-7.4	0.3	-9.8	0.0
15	C/C(=N\Nc1ncc(Cl)cc1Cl)c1ccc2c(c1)OCO2	-10.2	/	/	-12.7	-61.7	0.1	0.1	/
16	Cc1ccccc1NC1=NC(=S)N(c2ccccc2)C12CCCCC2	-0.7	2.2	-3.3	-10.0	1.1	0.2	8.6	0.0
17	COCC#Cc1ccc2c(c1)O[C@@H](CN(C)CC1CCOCC1)[C@H](C)CN([C@H](C)CO)S2(=O)=O	5.4	-1.2	-0.7	/	3.2	-0.3	3.3	0.1
18	O=C(c1cccc(F)c1)N1CC[C@@H]2[C@H]1c1cc(C#Cc3ccc(F)cc3)ccc1N[C@@H]2CO	-151.3	-9.3	0.8	12.3	6.0	0.0	-42.6	0.4
19	Cc1ccc(S(=O)(=O)Nc2ccc3c(c2)OCCO3)c(C)c1NS(C)(=O)=O	-12.6	0.2	-7.8	9.1	2.2	0.4	-0.1	-0.2
20	CCOc1ccc(C(=O)N/N=C/c2cc([N+](=O)[O-])cs2)cc1	-2.3	/	/	1.5	19.8	-0.5	-0.8	4.1

Structural class, the entries above with an aryl methoxy group
no.	smiles	RAD52 inh	RAD54 inh	esBAF inh	FN deposit inh	EWS-Fli block	Xi reactivation	S100A4 inh HTS	E-selectin induc
3	COc1ccc(C/C(C)=N/NC(=O)c2ccc(Cl)cc2)cc1	-11.0	/	/	14.1	-3.6	0.1	4.3	1.6
14	COC(=O)N1Cc2ccnnc2CC1c1ccccc1-c1ccc(OC)cc1 (configuration not stated)	-5.1	/	/	9.5	-7.4	0.3	-9.8	0.0

Next records.
no.	smiles	RAD52 inh	RAD54 inh	esBAF inh	FN deposit inh	EWS-Fli block	Xi reactivation	S100A4 inh HTS	E-selectin induc
21	Cc1cc(C(=O)CCC(=O)NC(C)c2ccc(S(N)(=O)=O)cc2)c(C)s1 (configuration not stated)	-13.4	-0.8	-2.2	4.9	-5.5	0.0	-1.9	-2.3
22	c1ccc(C[n+]2ccc3ccccc3c2)cc1	-7.9	/	/	-5.8	13.2	0.2	-0.9	/
23	CC(=O)Nc1ccc(SCC(=O)Nc2ccc3c(c2)OCCO3)cc1	-7.5	0.2	8.2	-2.2	-28.3	0.3	-3.1	0.0
24	O=C(CSc1ccc2nnc(-c3ccccc3)n2n1)N1CCCCC1	-4.7	/	/	-1.0	19.1	-0.1	-2.6	-0.3
25	Cc1cc(CNC(=O)CC2C(=O)NCCN2Cc2ccccc2)nn1C (configuration not stated)	-25.0	-0.4	0.0	11.1	-4.2	0.0	2.1	/
26	COC(=O)c1c(C(=O)OC)c(-c2ccccc2)n2c1CCC2	-10.6	2.5	6.6	/	8.6	/	0.6	/
27	O=C(C[C@@H]1CC[C@H]2[C@@H](COC[C@@H](O)CN2CCc2ccccc2)O1)NCc1ccc(Oc2ccccc2)cc1	-20.1	-2.6	-7.2	2.3	17.6	0.1	10.1	-0.1
28	CCn1c(SCC(=O)N/N=C\c2ccccc2OCC(=O)O)nnc1-c1ccc(Cl)cc1	-12.6	13.6	-12.3	0.7	-6.4	0.0	1.2	1.1
29	NC(=O)c1ccc(-c2ccc(N3C(c4ccsc4)=Cc4ccc(F)cc4C3CC(=O)c3ccco3)cc2)cc1 (configuration not stated)	-10.2	/	/	-20.6	17.1	0.0	-5.1	0.2
30	CCOc1ccc(OCC(=O)OC(C)C(=O)NC2CCCCC2C)cc1 (configuration not stated)	-9.5	-0.9	3.8	8.1	-7.1	0.0	1.0	/

Continued:
no.	smiles	RAD52 inh	RAD54 inh	esBAF inh	FN deposit inh	EWS-Fli block	Xi reactivation	S100A4 inh HTS	E-selectin induc
31	C[C@H]1CN([C@@H](C)CO)C(=O)c2cccc(NS(C)(=O)=O)c2O[C@H]1CN(C)C(=O)Nc1cccc2ccccc12	-2.5	5.1	-3.3	/	/	-0.1	-10.3	0.3
32	NCC[C@H]1CC[C@@H](NC(=O)C2CCCC2)[C@@H](CO)O1	-10.9	8.6	-3.8	/	-3.0	-0.4	-3.6	0.1
33	CSc1ccc(S(=O)(=O)N2CCC(C(=O)Nc3ccc(NC(C)=O)cc3)CC2)cc1	1.5	-1.4	-0.1	11.4	6.8	0.0	1.0	/
34	COc1cccc(NC(=O)C[C@H]2CC[C@H]3[C@@H](COc4ccc(NC(=O)C5CC5)cc4C(=O)N3C)O2)c1	1.5	-12.9	-2.1	4.0	-3.4	0.0	7.7	0.1
35	O=C(NC1CCCc2ccccc21)C1CCN(C(=O)c2sccc2-n2cccc2)CC1 (configuration not stated)	-7.3	11.2	9.6	-7.9	11.9	0.0	0.7	1.8
36	Cc1ccc(-c2csc(Nc3ccc(C(=O)O)cc3)[n+]2Cc2ccccc2)cc1	-26.4	/	/	-1.8	13.8	0.0	15.0	5.1
37	COc1ccc(NC(=O)O/N=C/c2ccccc2Cl)cc1	7.4	/	/	-5.9	-24.0	0.5	7.5	5.3
38	CO[C@@H]1CN(C)C(=O)c2cc(NC(=O)Nc3ccc(C(F)(F)F)cc3)ccc2OC[C@H](C)NC[C@H]1C	37.1	8.5	-2.2	9.6	12.7	0.5	5.1	0.4
39	O=C(Nc1nccs1)[C@H]1[C@H](CO)[C@H]2Cn3c(cccc3=O)[C@@H]1N2C(=O)C1CC1	10.7	-1.9	-8.6	9.0	12.6	0.1	1.2	0.4
40	CC1CCN(C(=O)c2cc3ccccc3cc2O)CC1	-5.1	-8.8	9.0	-6.4	-5.6	0.0	1.7	0.2

Other structures
no.	smiles	RAD52 inh	RAD54 inh	esBAF inh	FN deposit inh	EWS-Fli block	Xi reactivation	S100A4 inh HTS	E-selectin induc
41	CCOP(=O)(c1ccccc1)C(O)c1ccc(Br)cc1 (configuration not stated)	-2.7	/	/	-2.8	-14.2	0.3	0.0	-1.6
42	COc1ccc(-c2ccc([C@@H]3[C@H]4CN(C(=O)NC(C)C)CC(=O)N4[C@H]3CO)cc2)cc1	6.2	/	/	/	-1.4	-0.1	21.6	0.5
43	O=C(Nc1sc2c(c1C(=O)O)CCC2)c1ccccc1F	-19.4	-2.6	16.9	-1.4	-24.5	0.1	2.2	/
44	COc1cccc(OCc2nnc(-c3cccs3)o2)c1	-9.4	13.5	11.6	-9.8	-11.2	0.2	-2.1	-0.4
45	CC(C)/C=C/C(=O)N1CCC(N2CCC(C(=O)N3CCOCC3)CC2)CC1	-19.1	/	/	3.9	4.0	0.0	0.0	-0.1
46	Cc1nn2c(N3CCOCC3)cc(C(C)(C)C)nc2c1-c1ccccc1	-15.9	-7.7	1.5	7.4	5.2	0.1	4.6	2.2
47	OC[C@@H]1[C@@H](c2ccc(-c3ccccc3)cc2)[C@H]2CN(CCC(F)(F)F)CCCCN12	8.6	7.2	/	2.0	10.6	0.2	9.6	-0.5
48	OC(c1ccc(F)c(F)c1)c1nc(-c2cccc(C(F)(F)F)c2)cs1 (configuration not stated)	-44.4	9.5	23.8	-0.2	-14.0	-0.2	-0.4	0.2
49	CCOc1cc(C(=O)NC(C)C2CC3CCC2C3)cc(OCC)c1OCC (configuration not stated)	-5.6	19.3	/	-13.3	15.0	0.2	-1.6	0.3
50	C[C@@H]1CN([C@@H](C)CO)C(=O)c2ccccc2-c2ccccc2CO[C@@H]1CN(C)C(=O)NC1CCCCC1	2.3	-5.4	5.5	-6.6	-8.1	0.2	13.7	0.0
51	N#Cc1ccc(OCC(=O)N/N=C2/CC(c3ccccc3)Oc3ccccc32)cc1 (configuration not stated)	-6.2	/	/	8.6	14.0	-0.2	0.8	-1.5

Compounds were not picked by outcome. Share with any hit: about 3%.
